CAL PDZ FP: untagged CAL PDZ binding inhibitors, primary screen, biochemical, fluorescence polarization, HTS; Golgi-associated PDZ and coiled-coil motif-containing protein (Homo sapiens), Q9HD26; purified CAL PDZ, TMR-peptide fluorescence polarization, 1 h; inhibition, % at 24.9 µM; actives 0.92% (n = 300,000);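 active means mean inhibition of at least 30% with at least half of replicates also reaching 30%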;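 further: 0% = DMSO neutral control and 100% = excess unlabeled competitor peptide PRC23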
MOR-DOR inv ag: inverse agonists of MOR-DOR heterodimerization, primary screen, cell-based, luminescence. Mu-type opioid receptor (Homo sapiens) + Delta-type opioid receptor (Homo sapiens), …. cell-based MOR-DOR heterodimer luminescence, inverse agonism. inhibition, % at 9.3 µM. actives 0.21% (n = 340,000). AID 504357, 2011; in the data active means inhibition above about 22%, passing the limit was not always enough;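 further: 0% = cells with DMSO and 100% = wells without cells with DMSO; values of inactives mirror those of a sister screen read the other way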
Target sequence (P35372 whole entry, looked up): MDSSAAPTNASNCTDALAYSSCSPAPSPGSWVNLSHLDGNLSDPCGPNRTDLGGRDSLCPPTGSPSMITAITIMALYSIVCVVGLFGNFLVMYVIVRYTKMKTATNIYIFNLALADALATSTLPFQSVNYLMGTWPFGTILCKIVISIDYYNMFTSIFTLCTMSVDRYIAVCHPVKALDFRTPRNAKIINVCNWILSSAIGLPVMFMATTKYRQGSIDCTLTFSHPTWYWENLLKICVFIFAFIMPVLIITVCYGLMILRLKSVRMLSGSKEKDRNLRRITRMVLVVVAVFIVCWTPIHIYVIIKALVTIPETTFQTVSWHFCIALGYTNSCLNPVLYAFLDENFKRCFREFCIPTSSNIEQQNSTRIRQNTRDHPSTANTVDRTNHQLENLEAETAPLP
Target sequence (P41143 whole entry, looked up): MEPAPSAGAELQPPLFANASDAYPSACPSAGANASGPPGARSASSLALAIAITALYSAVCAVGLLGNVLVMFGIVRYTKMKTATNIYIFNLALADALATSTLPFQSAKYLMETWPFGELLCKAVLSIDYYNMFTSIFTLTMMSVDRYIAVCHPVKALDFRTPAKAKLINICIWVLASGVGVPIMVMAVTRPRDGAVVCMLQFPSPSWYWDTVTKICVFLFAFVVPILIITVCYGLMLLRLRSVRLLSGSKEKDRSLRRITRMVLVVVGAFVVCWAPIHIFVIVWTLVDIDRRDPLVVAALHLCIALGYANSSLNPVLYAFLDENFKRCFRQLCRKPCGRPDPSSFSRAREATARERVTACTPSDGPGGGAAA
HTR5A inv ctr: HTR5A inverse agonists in luminescence cell assay, primary screen, counter-screen for OPRM1-OPRD1 heterodimer inverse agonist project, full-deck HTS | 5-hydroxytryptamine receptor 5A (Homo sapiens), P47898 | HTR5A cell line, inverse agonism | inhibition, % at 9.3 µM | actives 0.083% (n = 340,000) | AID 504634, 2011; in the data active means inhibition mostly above about 23%, no sharp cut-off; inactive means mostly below about 18%;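 further: 0% = cells with DMSO and 100% = no-cell wells with DMSO; some compounds called inactive have numbers as strong as hits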
Keap1-Nrf2 PPI: Keap1-Nrf2 protein-protein interaction inhibitors, primary screen, biochemical, fluorescence polarization, single point; inhibition, % at 9.4 µM; Keap1 Kelch-Nrf2 peptide fluorescence polarization, 1536-well; Kelch-like ECH-associated protein 1 (Homo sapiens), Q14145; actives 0.15% (n = 340,000); in the data active means inhibition above about 12%;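 further: human Keap1 Kelch domain with fluorescein labeled Nrf2 9mer peptide probe; 0% = neutral control wells and 100% = peptide positive control; higher means more block of Keap1 binding to Nrf2 peptide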
V-ATPase pH: regulators of yeast V-ATPase proton pumping, primary screen, pHLuorin cytosolic pH fluorescence. S. cerevisiae. response, % at 10 µM. actives 0.37% (n = 350,000). AID 504577, 2011; in the data active means response mostly above about 7.3%, no sharp cut-off; inactive means mostly below about 5.4%; further: actives read high; inactives centre near 0; some compounds called inactive have numbers as strong as hits; reference of the scale not given here
RTF Ca sens inh: cardiac RTF calcium sensitivity inhibitors, primary screen, biochemical, IANBD-TnC fluorescence, EC70 calcium. Troponin I, cardiac muscle (Homo sapiens) + Troponin T, cardiac muscle (Homo sapiens) + …. IANBD-labeled cardiac RTF, Ca2+ fluorescence. inhibition, % at 7.15 µM. actives 0.12% (n = 340,000). AID 493244, 2011;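 active means inhibition above the mean inhibition of all tested compounds plus 3 SD, cut at about 17% in these data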;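 further: assay run at fixed EC70 calcium of 1.6 mM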
C-LANA FP: inhibitors of KSHV C-LANA binding to DNA, primary screen, biochemical, fluorescence polarization, FAM-LBS DNA, MBP-C-LANA, single point; AID 504423, 2011; actives 0.078% (n = 340,000); inhibition, % at 9 µM; Kaposi's sarcoma herpesvirus LANA C-terminal domain (residues 932-1162) DNA binding;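 active means highest replicate inhibition at or above 60% at 9 µM, even if other replicates fall short; inactive means all replicates below 60% inhibition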;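 further: 0% = neutral control wells and 100% = 4 µM acridine orange control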
MOR-DOR ag: agonists of OPRM1-OPRD1 heterodimerization, primary screen, cell-based, luminescence | cells | activation, % at 9.3 µM | actives 0.3% (n = 340,000) | AID 504326, 2011; in the data active means activation above about 18%;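 further: 0% = vehicle-treated cells and 100% = reference agonist; values of inactives mirror those of a sister screen read the other way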
HTR5A ag: HTR5A agonists in luminescence cell assay, primary screen, counter-screen for OPRM1-OPRD1 heterodimer agonist project, full-deck HTS; 5-hydroxytryptamine receptor 5A (Homo sapiens), P47898; cell-based; activation, % at 9.3 µM; actives 0.61% (n = 340,000); in the data active means activation mostly above about 9.5%, no sharp cut-off; inactive means mostly below about 7.6%;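 further: 0% = cells with vehicle only and 100% = reference agonist; strong numbers were not always called active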
RTF Ca sens act: cardiac RTF calcium sensitivity activators, primary screen, biochemical, IANBD-TnC fluorescence, EC20 calcium; Troponin I, cardiac muscle (Homo sapiens) + Troponin T, cardiac muscle (Homo sapiens) + …; IANBD-labeled TnC RTF fluorescence at EC20 calcium; 0% EC20 calcium, 100% full calcium; activation, % at 7.2 µM; actives 0.24% (n = 340,000); AID 493008, 2010;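 active means activation above the mean over all tested compounds plus 3 SD, cut at about 30% in these data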;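 further: rise in fluorescence read as greater calcium sensitivity of cardiac thin filaments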
Active calls of the source: *.

For O=C(Nc1ccccc1C(=O)NC(Cc1ccccc1)C(=O)O)c1ccco1 (configuration not stated) the results were CAL PDZ FP -3, MOR-DOR inv ag 4, HTR5A inv ctr 8, Keap1-Nrf2 PPI -3, V-ATPase pH -1, RTF Ca sens inh -12, C-LANA FP 0.6, MOR-DOR ag -1.0, HTR5A ag -2 and RTF Ca sens act 0.
Screening Cc1ccc(NC(=O)CN(C)C(=O)CNC(=O)c2cccs2)cc1 returned CAL PDZ FP 20, MOR-DOR inv ag 11, HTR5A inv ctr 3, Keap1-Nrf2 PPI -2, V-ATPase pH 2, RTF Ca sens inh -19, C-LANA FP 0.0, MOR-DOR ag -2.1, HTR5A ag -1 and RTF Ca sens act 11.
`Cc1cccc(NC(=O)Nc2ccc(C)c(C)c2)n1` gave CAL PDZ FP -2, MOR-DOR inv ag -4, HTR5A inv ctr -3, Keap1-Nrf2 PPI 3, V-ATPase pH -2, RTF Ca sens inh -2, C-LANA FP -1.0, MOR-DOR ag 0.8, HTR5A ag 1 and RTF Ca sens act -3.
`CCOc1cc(CN2CCCCCC2)ccc1OC` gave CAL PDZ FP -2, MOR-DOR inv ag 13, HTR5A inv ctr -6, Keap1-Nrf2 PPI -3, V-ATPase pH 9, RTF Ca sens inh -8, C-LANA FP -0.7, MOR-DOR ag -2.8, HTR5A ag 2 and RTF Ca sens act -2.
For CNc1ccc2c3c(cccc13)C(=O)N(C)C2=O the results were CAL PDZ FP -1, MOR-DOR inv ag -8, HTR5A inv ctr -14, Keap1-Nrf2 PPI 109*, V-ATPase pH 4, RTF Ca sens inh inactive, C-LANA FP 109*, MOR-DOR ag 1.3, HTR5A ag 3 and RTF Ca sens act active.
For CNS(=O)(=O)c1ccc(NC(=O)c2cc(-c3ccncc3)nc3ccc(Cl)cc23)cc1 the results were CAL PDZ FP -2, MOR-DOR inv ag 2, HTR5A inv ctr -3, Keap1-Nrf2 PPI -4, V-ATPase pH 3, RTF Ca sens inh -5, C-LANA FP -0.5, MOR-DOR ag -0.4, HTR5A ag -1 and RTF Ca sens act -1.
For O=C(Cc1ccc(S(=O)(=O)N2CCOCC2)s1)NCCOc1ccccc1 the results were CAL PDZ FP -5, MOR-DOR inv ag -2, HTR5A inv ctr -4, Keap1-Nrf2 PPI 2, V-ATPase pH -2, RTF Ca sens inh 9, C-LANA FP 1.9, MOR-DOR ag 0.3, HTR5A ag 4 and RTF Ca sens act -1.
For O=C(Oc1ccc2ccc(=O)oc2c1)c1ccccc1 the results were CAL PDZ FP -1, MOR-DOR inv ag 4, HTR5A inv ctr 2, Keap1-Nrf2 PPI -6, V-ATPase pH -2, RTF Ca sens inh -9, C-LANA FP -0.8, MOR-DOR ag -0.8, HTR5A ag -1 and RTF Ca sens act -2.
COc1cccc(NC(=O)c2nn(C)c(C(=O)Nc3cccc(OC)c3)c2[N+](=O)[O-])c1 was read as CAL PDZ FP -4, MOR-DOR inv ag 16, HTR5A inv ctr 2, Keap1-Nrf2 PPI -1, V-ATPase pH -3, RTF Ca sens inh 2, C-LANA FP -3.1, MOR-DOR ag -3.4, HTR5A ag -1 and RTF Ca sens act -7.
For CCCCCC(=O)Nc1ccc2oc(-c3cccnc3)nc2c1 the results were CAL PDZ FP -2, MOR-DOR inv ag 10, HTR5A inv ctr -2, Keap1-Nrf2 PPI -2, V-ATPase pH -1, RTF Ca sens inh -4, C-LANA FP 0.1, MOR-DOR ag -1.9, HTR5A ag -3 and RTF Ca sens act 4.
`CCOc1ccccc1NC(=O)C1CCN(S(=O)(=O)c2c(C)nn(C)c2C)CC1` gave MOR-DOR inv ag 11, HTR5A inv ctr -6, Keap1-Nrf2 PPI 0, V-ATPase pH -4, RTF Ca sens inh 3, C-LANA FP 1.4, MOR-DOR ag -2.0, HTR5A ag 2 and RTF Ca sens act -3.
CCOCCCNCC(=O)NC1(C)C2CCC(C2)C1(C)C (configuration not stated) was read as CAL PDZ FP -3, MOR-DOR inv ag -2, HTR5A inv ctr 20, Keap1-Nrf2 PPI -6, V-ATPase pH 1, RTF Ca sens inh -16, C-LANA FP 2.1, MOR-DOR ag 0.3, HTR5A ag -1 and RTF Ca sens act 1.
Screening CCN(CC)S(=O)(=O)c1ccc(NC(=O)c2cccc3c2C(=O)N(CCOC)C3)cc1 returned CAL PDZ FP -1, MOR-DOR inv ag 11, HTR5A inv ctr 1, Keap1-Nrf2 PPI -2, V-ATPase pH 1, RTF Ca sens inh -4, C-LANA FP 0.6, MOR-DOR ag -2.1, HTR5A ag 0 and RTF Ca sens act -2.
For Cc1ccc(N(C)C(=O)CCS(=O)(=O)c2cc3c(cc2Cl)NC(=O)CO3)cc1 the results were MOR-DOR inv ag -2, HTR5A inv ctr -22, Keap1-Nrf2 PPI -4, V-ATPase pH 7, RTF Ca sens inh -2, C-LANA FP -0.8, MOR-DOR ag 0.4, HTR5A ag 7 and RTF Ca sens act 1.
Screening O=C1[C@@H]2Cc3ccccc3CN2C(=O)N1c1cccc(F)c1 returned CAL PDZ FP -3, MOR-DOR inv ag 5, HTR5A inv ctr -23, Keap1-Nrf2 PPI 0, V-ATPase pH -1, RTF Ca sens inh -5, C-LANA FP 0.7, MOR-DOR ag -1.0, HTR5A ag 2 and RTF Ca sens act 1.
Screening Cc1csc(CNc2ncnc3ccc(-c4ccccc4Cl)cc23)c1 returned CAL PDZ FP -3, MOR-DOR inv ag 9, HTR5A inv ctr -20, Keap1-Nrf2 PPI 1, V-ATPase pH -1, RTF Ca sens inh -6, C-LANA FP -1.4, MOR-DOR ag -1.8, HTR5A ag 8 and RTF Ca sens act 3.
CCOc1ccc(-c2nc(CSCC(=O)N3CCN(c4cccc(OC)c4)CC3)c(C)o2)cc1 was read as CAL PDZ FP -1, MOR-DOR inv ag -6, HTR5A inv ctr -20, Keap1-Nrf2 PPI -5, V-ATPase pH -4, RTF Ca sens inh 4, C-LANA FP 1.8, MOR-DOR ag 1.0, HTR5A ag 7 and RTF Ca sens act 6.
`Cc1ccc(S(=O)(=O)NC(=O)N2CCN(Cc3c(F)cccc3Cl)CC2)cc1` gave CAL PDZ FP 0, MOR-DOR inv ag 13, HTR5A inv ctr 4, Keap1-Nrf2 PPI -1, V-ATPase pH 1, RTF Ca sens inh -2, C-LANA FP -1.1, MOR-DOR ag -2.6, HTR5A ag -1 and RTF Ca sens act -2.
`COc1ccc2[nH]c(=O)c(CN(CCO)C(=O)c3cccs3)cc2c1` gave CAL PDZ FP 1, MOR-DOR inv ag 9, HTR5A inv ctr -13, Keap1-Nrf2 PPI -5, V-ATPase pH 10, RTF Ca sens inh 3, C-LANA FP -0.7, MOR-DOR ag -1.6, HTR5A ag 1 and RTF Ca sens act -2.
Screening COc1cc(/C=N/NC(=O)c2cccc([N+](=O)[O-])c2)ccc1O returned CAL PDZ FP 0, MOR-DOR inv ag 5, HTR5A inv ctr 10, Keap1-Nrf2 PPI -1, V-ATPase pH 0, RTF Ca sens inh -5, C-LANA FP 0.3, MOR-DOR ag -0.9, HTR5A ag 5 and RTF Ca sens act -2.
Screening COc1ccccc1N1CCSC1C(N)=O (configuration not stated) returned CAL PDZ FP -3, MOR-DOR inv ag 3, HTR5A inv ctr 5, Keap1-Nrf2 PPI -7, V-ATPase pH 1, RTF Ca sens inh -6, C-LANA FP 0.8, MOR-DOR ag -0.8, HTR5A ag 2 and RTF Ca sens act -5.
For O=C(NCc1cc2ccccc2[nH]1)c1ccccc1F the results were CAL PDZ FP -4, MOR-DOR inv ag 12, HTR5A inv ctr -5, Keap1-Nrf2 PPI -7, V-ATPase pH 9, RTF Ca sens inh 0, C-LANA FP 0.5, MOR-DOR ag -2.2, HTR5A ag 2 and RTF Ca sens act 0.
`Cc1[nH]c2ccc(C(=O)OCC(=O)NC3(C#N)CCCCC3)cc2c1C` gave MOR-DOR inv ag 15, HTR5A inv ctr 5, Keap1-Nrf2 PPI -2, V-ATPase pH 3, RTF Ca sens inh -7, C-LANA FP -0.7, MOR-DOR ag -2.8, HTR5A ag -2 and RTF Ca sens act 2.
For CCc1nnc(NC(=O)CCN2C(=O)CCC2=O)s1 the results were CAL PDZ FP -2, MOR-DOR inv ag -6, HTR5A inv ctr -11, Keap1-Nrf2 PPI 3, V-ATPase pH 4, RTF Ca sens inh -22, C-LANA FP -2.0, MOR-DOR ag 1.0, HTR5A ag 0 and RTF Ca sens act 5.
For Cc1ccc(N2CCN(S(=O)(=O)N3CCCCC3)CC2)cc1Cl the results were CAL PDZ FP 6, MOR-DOR inv ag -25, HTR5A inv ctr -14, Keap1-Nrf2 PPI 1, V-ATPase pH 0, RTF Ca sens inh -6, C-LANA FP -0.3, MOR-DOR ag 4.9, HTR5A ag 5 and RTF Ca sens act 10.
`COC(=O)c1cc(C(=O)OCC(=O)NC(=O)NCc2ccccc2)cc([N+](=O)[O-])c1` gave CAL PDZ FP -3, MOR-DOR inv ag -33, HTR5A inv ctr -27, Keap1-Nrf2 PPI 0, V-ATPase pH -1, RTF Ca sens inh -2, C-LANA FP -0.2, MOR-DOR ag 8.1, HTR5A ag 11 and RTF Ca sens act 2.

Among those listed so far, 3 contain an NH in an aromatic ring:
`COc1ccc2[nH]c(=O)c(CN(CCO)C(=O)c3cccs3)cc2c1` gave CAL PDZ FP 1, MOR-DOR inv ag 9, HTR5A inv ctr -13, Keap1-Nrf2 PPI -5, V-ATPase pH 10, RTF Ca sens inh 3, C-LANA FP -0.7, MOR-DOR ag -1.6, HTR5A ag 1 and RTF Ca sens act -2.
For O=C(NCc1cc2ccccc2[nH]1)c1ccccc1F the results were CAL PDZ FP -4, MOR-DOR inv ag 12, HTR5A inv ctr -5, Keap1-Nrf2 PPI -7, V-ATPase pH 9, RTF Ca sens inh 0, C-LANA FP 0.5, MOR-DOR ag -2.2, HTR5A ag 2 and RTF Ca sens act 0.
`Cc1[nH]c2ccc(C(=O)OCC(=O)NC3(C#N)CCCCC3)cc2c1C` gave MOR-DOR inv ag 15, HTR5A inv ctr 5, Keap1-Nrf2 PPI -2, V-ATPase pH 3, RTF Ca sens inh -7, C-LANA FP -0.7, MOR-DOR ag -2.8, HTR5A ag -2 and RTF Ca sens act 2.
